Bioassay records from PubChem BioAssay.
AMA1 RON2 block: inhibitors of Plasmodium falciparum AMA1-RON2 interaction; AlphaScreen AMA1-biotinylated RON2 peptide binding; Potency, µM (doses to about 58.2 µM), for the others: top-dose activity change, negative = inhibition, actives largely listed as inhibitors; 0.2% of 360,000 active; active = well fitted inhibition curve with a large enough effect; inconclusive = small, poorly fitted or top-dose-only effect; inactive = no such curve, though single readings can be large or run the other way;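 note: potency is the fitted concentration of half-maximal effect; 0% = vehicle wells and -100% = peptide control; nearly all actives have a fitted effect of over 45% in size; some results filed as inactive show a strong effect at the top dose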
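AMA1 (3D7) with his tag at 25 nM final met compounds first, then biotinylated RON2 peptide at 25 nM; detection used donor plus acceptor beads, 10 µg/mL apiece, read by AlphaScreen after 30 min at room temperature.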
HCMV inh: inhibitors of human cytomegalovirus; HFF cells, HCMV-luciferase reporter, 72 h; active compounds read low; 4.5% of 410,000 active; activity change, negative = inhibition, % at 57.5 µM; in the data active = activity change below about -60%; inconclusive = no clear call, values can overlap the other calls; inactive = above about -39%
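Two compound doses tested in HFFs infected with HCMV-luciferase, MOI 1 PFU/cell, 72 h at 37C. Lysate luminescence read with OneGlo; data normalized against buffer-only and 10uM Salinomycin inhibitor controls.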
Active calls of the source: *; ? = inconclusive; [ ] = remark or other dose. Unless noted, % is set by controls: 0 for no effect and ±100 for the full control effect. An excerpt, so the mix of outcomes need not match the whole.

Every second line gives: AMA1 RON2 block | HCMV inh
CN/C=C(/Cl)P(=O)(OC(C)C)OC(C)C
    -7% | -14
COCCNC(=O)C1(C)CCCN(C(=O)c2ccc(-c3ccccc3)cc2)C1 (centres undefined)
    9% | ?
C[C@]12CCC(=O)C=C1C=CC1C2CC[C@@]2(C)C1CC[C@@]21CCC(=O)O1 (some centres undefined)
    -3% | 96
CN[C@H]1C[C@H]2c3cc(N4CCN(C)CC4)ccc3CCN2C(=O)[C@H]1[C@H](C)O
    -1% | 6
COc1cccc2ccc(CC(O)(c3ccccc3)c3ccccc3)nc12
    1% | 43
O=C(NCc1cccs1)c1cc(-c2ccccc2)nn1CC1CC(c2cccc([N+](=O)[O-])c2)=NO1 (centres undefined)
    -2% | 10
O=C(Nc1c2c(nn1-c1ccccc1)CS(=O)(=O)C2)c1ccc(Br)o1
    4% | ?
CCCCn1nnnc1C(CCSC)N1CCC2(CC1)C(=O)NCN2c1ccccc1 (centres undefined)
    -16% | -15
CC1(C(=O)NS(=O)(=O)c2ccccc2OC(F)(F)F)CCN1C(=O)Cc1ccccc1 (centres undefined)
    1% | -12
C#CCCOC(=O)N1C2=NC(C(=O)OC)=C(C(=O)OC)[C@@H]3N(C)c4ccccc4[C@]23C[C@H]1CO
    2% | 15
O=C(NCc1cccnc1)c1[nH]c(C(F)(F)F)nc1-c1ccccc1
    -6% | 10
O=C(NCC1=C(c2ccc3ccccc3c2)C[C@@H]2CC[C@H]1N2Cc1ccco1)c1ccncc1
    -3% | 5
O=C(/C(=N/O)c1ccccc1)c1ccccc1
    3% | ?
O=C1NCCC12C(=O)Nc1ccccc12 (centres undefined)
    3% | 32
Cc1ccccc1NC(=O)Nc1nc(CN)cs1
    79%[activator] | 1
Cc1noc(C)c1-c1ccc(C(=O)NCCC(F)(F)F)c2occc12
    5% | 94
O=c1[nH]c(=O)c2[nH]c(=S)n(-c3ccccc3)c2[nH]1
    39%[activator] | -7
COc1ccccc1Cc1c(-c2cccc(Br)c2)nc2c(C)cc(Br)cn12
    -3% | 49
CCc1nc2ccc(C(=O)NCCc3c[nH]c4ccccc34)cn2c1N(C)Cc1nccn1C
    0% | -13
CCCCCCCCCCCCN1[C@@H](CC(C)=O)c2cc(F)cc(F)c2S1(=O)=O
    11% | -6
CCOC1=C2[C@@H](CN(S(=O)(=O)c3ccc(C)cc3)[C@H]2c2cccc3ccccc23)[C@H]2C(=O)NC(=O)[C@H]2C1
    -3% | -10
CC(C)(C)OC(=O)N(Cc1ccccc1)Cc1ccc(OCc2cccc(NC(=O)C3CC3)c2)cc1
    5% | ?
O=c1c2ccccc2sc2c(CO)ccc(NCCN3CCCCC3)c12
    -22% | -98*
O=C(Nc1ccc(-c2ccccc2)cc1)c1ccc2c(c1)S(=O)(=O)c1ccccc1C2=O
    -1% | -16
NS(=O)(=O)c1ccc(S(=O)(=O)N2CCCC(c3ccccc3)C2)cc1 (centres undefined)
    -11% | -21
CCCC(=O)N1CCC1(C)C(=O)NS(=O)(=O)c1ccc(C(C)(C)C)cc1 (centres undefined)
    8% | -26
COc1ccc(OC)c(NC(=O)COC(=O)c2ccc(S(=O)(=O)N3CCCCC3)cc2)c1
    -5% | 87
Cc1ccc(S(=O)(=O)NN=Cc2ccco2)cc1
    -7% | -30
Cc1ccc(C(=O)N(Cc2nnc(-c3ccccc3Cl)o2)C2CC2)o1
    8% | -12
CC(C)NC(=O)c1ccc(COc2cccc3ccccc23)o1
    -7% | 0
Cc1nc2ccsc2c(=O)n1-c1cccc(Cl)c1
    -19% | 17
CC(OC(=O)C1=COCCO1)C(=O)NC1CCCC(C)C1C (centres undefined)
    2% | -15
CCOC(=O)[C@]12CCC=C1N(Cc1ccc(Cl)cc1Cl)C(=O)[C@H](CC(=O)N1CCC(c3ccccc3)CC1)C2
    -8% | -3
CC1(C(=O)NS(=O)(=O)C2CC2)CCCN(C(=O)c2cccs2)C1 (centres undefined)
    -4% | -61*
c1ccc(Cn2ccnc2C2OCCO2)cc1
    -10% | -27
CC(C)C[C@@H](CNCC(=O)[C@H](CC(C)C)NC(=O)c1[nH]cnc1C(=O)N[C@@H](C)CN)NC(=O)c1nc[nH]c1C(=O)N[C@@H](CC(C)C)C(=O)O
    110%[activator] | 13
COC(=O)C1=C(c2ccccc2)C[C@@H]2CC[C@H]1N2C(=O)NC(C)C
    4% | 30
CCN(CC)S(=O)(=O)c1ccc(OC)c(NC(=O)c2ccc(OC)c([N+](=O)[O-])c2)c1
    -4% | -11
CCOc1ccccc1NC(=O)COC(=O)COc1cccc2c1OC(C)(C)C2
    -8% | -22
COC1=Nc2ccccc2/C=C\c2ccccc21
    4% | -17
CCc1nc2cc(NC(=O)C3(C)CCCN(C(C)C)C3)ccc2o1 (centres undefined)
    3% | 11
O=C(CCN1CCc2ccccc2C(O)(c2ccccc2)C1)c1ccc2c(c1)OCCO2 (centres undefined)
    -21% | 26
Cc1ccc(S(=O)(=O)N2C[C@H]3N(C(=O)OC(C)C)N(C(=O)OC(C)C)C[C@H](OC(=O)NCc4ccco4)[C@@]3(O)C2)cc1
    2% | -10
COc1ccc(CC(=O)NC(=S)Nc2cccc(C)c2)cc1
    7% | 20
CCOC(=O)CC(S(=O)(=O)c1ccccc1)S(=O)(=O)c1ccccc1
    19% | -20
COc1cccc(-c2cc(NC(C)=O)c3ncc(-c4cccc(C(C)=O)c4)n3c2)c1
    36%[activator] | 32
CC(=O)Nc1cccc(-c2ccnc3c2CC(C)(C(=O)NCCC(F)(F)F)O3)c1 (centres undefined)
    0% | -31
C=CCNC(=O)C1CC1(c1cccc(C)c1)c1cccc(C)c1 (centres undefined)
    0% | 0
Cc1ccc(NC(=O)c2ccc(Cl)c(S(=O)(=O)N3CCc4ccccc43)c2)nc1
    -1% | -79*
CCCC(=O)NC(C)c1nc(-c2ccc(C)cc2)no1 (centres undefined)
    -2% | 24
C[C@@H](CO)NC(=O)c1[nH]cnc1C(=O)Nc1ccc(CNC(=O)OC(C)(C)C)cc1
    134%[activator] | -12
COc1ccc(-c2c(C(=O)c3ccccc3)[nH]c(N)c2C(=O)c2ccccc2)cc1OC
    0% | -70*
Cc1ccc(F)c(CNC(=O)C2(C)CCCN2C(=O)C(C)C)c1F (centres undefined)
    -4% | -10
CN(C)CCN1CCN(C(c2ccnc3ccccc23)c2nnnn2-c2ccc3c(c2)OCCO3)CC1 (centres undefined)
    7% | 3
O=C(c1ccc([N+](=O)[O-])cc1Cl)N1CCN(Cc2ccccc2)CC1
    8% | 9
COc1cccc(S(=O)(=O)N(C)C[C@H]2OCc3cnnn3CCCC(=O)N([C@@H](C)CO)C[C@@H]2C)c1
    16% | 13
CCN(CCc1ccccc1)c1ccc2c(c1)C1CC2CCN1Cc1ccccc1 (centres undefined)
    ? | ?
CC(C)(C)C(=O)N1CCC2CC1c1cc(Cl)ccc12 (centres undefined)
    -3% | -27
COc1ccc(CCC(=O)Nc2ccc(S(=O)(=O)NC3=NCCCCC3)cc2)cc1
    1% | 22
O=[N+]([O-])c1cccnc1Sc1ccc(Br)cc1
    ? | ?

The results go on:
Every second line gives: AMA1 RON2 block | HCMV inh
Cc1cccc(C)c1NC(=O)C1c2ccccc2OCC(=O)N1CCCN1CCOCC1 (centres undefined)
    -2% | 7
Cc1ccc2c(C)c(C(=O)NCC3CCOCC3)oc2c1C
    -13% | -16
O=S(=O)(c1ccccc1)C1Cc2ccccc2C1Cl (centres undefined)
    -19% | 1
CCCCn1nnnc1C(C1CC1)N1CCC2(CC1)C(=O)NCN2c1ccccc1 (centres undefined)
    0% | -17
C/C=C(\C)C(=O)NCCN1C2=NC[C@H](Cc3ccccc3)N2C[C@@H]1Cc1ccc(OC)cc1
    -4% | 10
COc1ccc(CN2C(=O)CSCC2(C)C(=O)Nc2c(C)cccc2C)cc1OC (centres undefined)
    -5% | 57
COc1ccc(OC)c(NC(=O)C2(C)CCN2C(=O)C2(c3ccccc3)CCCC2)c1 (centres undefined)
    -23% | 13
COc1ccc(C(=O)N(c2ccccc2)c2nccc3ccccc23)cc1OC
    6% | -8
CCOC(=O)[C@]12CCC=C1N(Cc1ccccc1)C(=O)[C@H](CC(=O)NCC1CCCCC1)C2
    -2% | 8
O=C(C[C@H]1C[C@@H]2c3cc(NS(=O)(=O)c4ccccc4)ccc3O[C@@H]2[C@H](CO)O1)NC1CCCC1
    -2% | 0
CCCCNC(=O)C1(C)CCN1C(=O)c1ccccc1Br (centres undefined)
    -3% | 20
Cc1cccc(NC(=O)c2ncn3c2C(=O)N(C)CC3)c1
    -3% | -10
COc1ccc(CCCNC(=O)C2(C)Cc3c(-c4ccc(C(N)=O)cc4)ccnc3O2)cc1 (centres undefined)
    -4% | -13
COc1ccc(C=CC(=O)c2ccc3cc(OC)c(OC)cc3c2)cc1OC
    -13% | 183
CCCCN(Cc1ccc(C(=O)N[C@H](C(=O)O)C(C)C)cc1)C(=O)C(c1ccccc1)c1ccccc1
    3% | 33

7 of the compounds above, as a markdown table:
| SMILES | AMA1 RON2 block | HCMV inh |
| --- | --- | --- |
| O=S(=O)(c1ccccc1)C1Cc2ccccc2C1Cl (centres undefined) | -19% | 1 |
| COc1ccc(C=CC(=O)c2ccc3cc(OC)c(OC)cc3c2)cc1OC | -13% | 183 |
| COc1ccc(CCCNC(=O)C2(C)Cc3c(-c4ccc(C(N)=O)cc4)ccnc3O2)cc1 (centres undefined) | -4% | -13 |
| C/C=C(\C)C(=O)NCCN1C2=NC[C@H](Cc3ccccc3)N2C[C@@H]1Cc1ccc(OC)cc1 | -4% | 10 |
| Cc1cccc(NC(=O)c2ncn3c2C(=O)N(C)CC3)c1 | -3% | -10 |
| CCOC(=O)[C@]12CCC=C1N(Cc1ccccc1)C(=O)[C@H](CC(=O)NCC1CCCCC1)C2 | -2% | 8 |
| CCCCN(Cc1ccc(C(=O)N[C@H](C(=O)O)C(C)C)cc1)C(=O)C(c1ccccc1)c1ccccc1 | 3% | 33 |

(list continues)
Every second line gives: AMA1 RON2 block | HCMV inh
C=C1C(=O)C23CCC4C(C)(C(=O)OC)CCCC4(C)C2CCC1(O)C3 (centres undefined)
    -7% | -99*
CCc1nc2ccc(C(=O)NCCCn3ccnc3)cn2c1N(C)CCCc1ccccc1
    6% | -32
Cc1cccc(C(=O)NC(C(=O)Nc2ccc(S(=O)(=O)Nc3nccs3)cc2)C(C)C)c1 (centres undefined)
    -3%[11.6 µM] | -14
CCN(C(=O)CSc1nnc(-c2ccccc2F)n1N)c1c(N)n(Cc2ccccc2)c(=O)[nH]c1=O
    -7% | 0
CC1=CC(=NNS(=O)(=O)c2ccc([N+](=O)[O-])cc2)CC(C)(C)C1
    26% | -10
O=C(NCC(F)(F)F)c1ccc2sc([C@@H]3O[C@H](CO)[C@H](O)[C@H](O)[C@H]3O)nc2c1
    -2% | ?
Cc1ccc(NC2=C(Cl)C(=O)OC2OC(=O)c2ccco2)c(C)c1 (centres undefined)
    2% | -3
CCN(CC)S(=O)(=O)c1ccc(C(=O)NCC(=O)NCc2ccc3c(c2)OCO3)cc1
    3% | -34
C[C@H]1CNC(=O)c2c(C(=O)N[C@@H](Cc3c[nH]c4ccccc34)C(=O)OC(C)(C)C)ncn21
    133%[activator] | 43
Cc1cn([C@H]2C[C@H](O)[C@@H](CNCc3cccc(OC4CCCC4)c3)O2)c(=O)[nH]c1=O
    3% | 0
C[C@H]1CN(c2ccc(Br)cc2)C(=O)[C@@H]1CC(=O)Nc1ccc(Br)cc1
    2% | 19
C=CCNC(=O)c1cc(-c2ccccc2)sc1N
    -10% | -5
Nc1ncc([N+](=O)[O-])cc1S(=O)(=O)c1ccccc1
    0% | -26
Cc1ccc2ccc(C(Nc3ccccc3)c3ccc(Cl)cc3)c(O)c2n1 (centres undefined)
    50%[activator] | ?
CC(C)(C)c1ccc(C(=O)OCC(=O)Nc2cccc(S(=O)(=O)NC3=NCCC3)c2)cc1
    8% | -9
O=C(NCCc1ccccc1)c1ccccc1C(=O)NCCc1ccccc1
    -10% | 10
COC(=O)[C@]12CCCCC=C1N(CCC1=CCCCC1)C(=O)[C@H](CC(=O)NCC1CCCCC1)C2
    1% | 0
Cc1cc2oc(=O)cc(CN3CCN(c4ccc(Cl)c(Cl)c4)CC3)c2cc1Cl
    19% | 8
O=C(O)C1C2CCC1C(O)C2 (centres undefined)
    14% | 18
Cc1ccc(Sc2ccc(NC(=O)c3ccc(F)cc3)cc2C#N)cc1
    32%[activator] | ?
CCN1C[C@@]2(COC)C3[C@@H](OC)[C@H]4[C@@H]1[C@@]3(C1C[C@H]3[C@H](O)C1[C@]4(O)C[C@H]3OC)[C@@H](OC)C[C@H]2O (some centres undefined)
    4% | -10
COc1ccccc1S(=O)(=O)N(C)C[C@H]1OCc2cnnn2CCCC(=O)N([C@H](C)CO)C[C@H]1C
    4% | -20
COc1ccc(NC(=O)c2cc(=O)[nH]c3ccccc23)cc1S(=O)(=O)N1CCOCC1
    -3% | 9
C#CCN(C[C@H]1[C@H](OC(=O)Nc2c(C)noc2C)[C@H](OC(=O)Nc2c(C)noc2C)C[C@H]2C(=O)N(c3ccccc3)C(=O)[C@@H]12)S(=O)(=O)c1ccc(C)cc1
    0% | 30
CCc1nc2c(OCc3ccccc3C)cccn2c1N(C)C(=O)C1CC1
    4% | -37
O=C1c2ccccc2CSc2c(O)cccc21
    -10% | -22
